# Compound activity: PubChem, several laboratories
# Tn7 DDE FP – DD(E)-Tn7 binding inhibition, primary FP screen | P02675 | FP displacement of FITC-Tn7 peptide from fibrin DD(E); 0% = median of compound wells per plate | inhibition, % at 8.3 µM | hit rate 0.13% among 370,000;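 active means inhibition above the mean of compounds falling within the control limits plus 3 SD of them, cut at about 14% in these data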;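 further: 0% = plate median of compound wells and 100% = 10 µM Aha-Tn7 peptide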
#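 Assay system: human fibrin DD(E). Input: DD(E) 2 µM final. Medium: Tris buffer with calcium and detergent, pH 7.8. Compound dosing: single point at 8.3 µM. Timing: 10 min plus 3 h, room temperature. Technique: fluorescence polarization of the labelled Tn7 tracer. Read-out: percent inhibition. Replicates: singlicate testing.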
# PLC-beta3 inh – PLC-beta3 (human) inhibition, primary screen | inhibition, % at 12.2 µM | Q01970 | AID 720704 | hit rate 0.18% among 370,000 | Purified PLC-beta3, fluorogenic substrate, fluorescence; in the data active means inhibition above about 11%;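 further: 0% = median of compound wells on plate and 100% = full blocker control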
# ARFGAP1 inhibitor – inhibitors of rat ARFGAP1 | Arfgap1-stimulated ARF1 GTP hydrolysis, GDP FP detection | inhibition, % at 16.5 µM | hit rate 0.26% among 360,000 | AID 651572;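 active means inhibition above a per-plate limit, mean inhibition of low control wells plus 3 SD, cut at about 25% in these data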;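 further: 0% = DMSO wells with enzyme and 100% = wells lacking Arfgap1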
#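 Assay system: purified rat His6-Arfgap1 residues 1-136 (GAP domain); Reagent: human Δ17 ARF1 bound to GTP; Dosing: 16.5 µM single point, 1.26% DMSO; Times: GTP hydrolysis reaction 2 h at 25 °C; Signal: FP, GDP Alexa 633 tracer displaced from anti-GDP antibody, 620/688 nm; Measure: % inhibition from polarization.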
# ASAP1 inh – blocks human ASAP1-stimulated Arf1 GTP hydrolysis; GDP FP detection; Q9ULH1; inhibition, % at 16.5 µM; hit rate 0.19% among 360,000; in the data active means inhibition above about 25%;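 further: 0% = vehicle with enzyme and substrate and 100% = no enzyme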
# PLC-gamma1 inh – PLC-gamma1 (human) inhibition, primary screen. purified PLC-gamma1, fluorogenic substrate, fluorescence. AID 720700. hit rate 0.84% among 370,000. inhibition, % at 12.2 µM. P19174; in the data active means inhibition above about 9.5%
# sPLA2-III inh – Inhibits HGIII-sPLA2 liposome hydrolysis, primary screen; Q9NZ20; hit rate 0.56% among 370,000; AID 743126; inhibition, % at 12.2 µM; QFRET BODIPY PC-A2 liposome hydrolysis, fluorescence;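 active means inhibition above mean plus 3 SD of compounds lying within the high and low control bounds, cut at about 19% in these data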;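 further: 0% = median of test compound wells and 100% = no enzyme DMSO wells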
# Tn6 DDE FP – DD(E)-Tn6 binding inhibition, primary FP screen; P02675; Fibrin DD(E) TRITC-Tn6 fluorescence polarization displacement; inhibition, % at 8.3 µM; hit rate 0.21% among 370,000;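 active means inhibition above a per-campaign cutoff: mean of compounds within control limits plus 3 SD, cut at about 15% in these data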;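 further: 0% = median of all compound wells on the plate and 100% = blocking peptide control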
# Rev-erbA mod – modulators of human Rev-erb alpha DNA binding. P20393. Rev-erbα–FITC-DNA binding, fluorescence polarization, 90 min. activity, % at 10 µM. hit rate 0.79% among 370,000;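 active means activity above about 14%, limit read from the data; passing the limit was not always enough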;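 further: 0% = DMSO wells with 35 nM protein and 100% = DMSO wells with 750 nM protein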
# Target sequence (P20393 whole entry, looked up): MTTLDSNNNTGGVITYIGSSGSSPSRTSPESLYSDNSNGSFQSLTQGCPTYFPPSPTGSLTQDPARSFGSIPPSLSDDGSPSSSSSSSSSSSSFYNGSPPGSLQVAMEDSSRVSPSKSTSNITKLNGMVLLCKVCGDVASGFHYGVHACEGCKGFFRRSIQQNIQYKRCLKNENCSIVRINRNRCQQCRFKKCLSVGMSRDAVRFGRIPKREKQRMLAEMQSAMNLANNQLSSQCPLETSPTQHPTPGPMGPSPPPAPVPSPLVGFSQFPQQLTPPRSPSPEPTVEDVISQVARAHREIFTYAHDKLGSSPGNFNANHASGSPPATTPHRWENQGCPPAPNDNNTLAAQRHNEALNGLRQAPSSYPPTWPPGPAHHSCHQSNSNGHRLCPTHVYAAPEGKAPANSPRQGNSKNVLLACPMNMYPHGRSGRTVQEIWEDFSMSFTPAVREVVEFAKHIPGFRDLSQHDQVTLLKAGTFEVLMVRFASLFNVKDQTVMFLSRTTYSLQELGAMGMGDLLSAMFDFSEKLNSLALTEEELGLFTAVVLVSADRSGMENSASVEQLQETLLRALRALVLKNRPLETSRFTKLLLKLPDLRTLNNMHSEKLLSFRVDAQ
# KLK7 zymogen act – proKLK7 (human) activation, primary screen | purified proKLK7, EDANS-DABCYL substrate fluorescence; 100% is mature enzyme control, 0% vehicle | P49862 | hit rate 0.9% among 370,000 | activation, % at 7 µM;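 active means activation above the mean of all tested compounds plus 3 SD, computed per campaign excluding outliers beyond control limits, cut at about 13% in these data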
# Target sequence (P49862 whole entry, looked up): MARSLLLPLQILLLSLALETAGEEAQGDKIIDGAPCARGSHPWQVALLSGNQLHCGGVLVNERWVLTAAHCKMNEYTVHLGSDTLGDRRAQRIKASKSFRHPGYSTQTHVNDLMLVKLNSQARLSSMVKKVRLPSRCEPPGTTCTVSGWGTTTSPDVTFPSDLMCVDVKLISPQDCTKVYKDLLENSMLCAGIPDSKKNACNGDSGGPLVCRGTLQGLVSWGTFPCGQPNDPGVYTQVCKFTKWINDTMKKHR
# UHRF1 binding – human UHRF1 methylated DNA binding inhibitors; Q96T88; UHRF1 binding to methylated oligo, TR-FRET; inhibition, % at 4.4 µM; hit rate 0.75% among 370,000; in the data active means inhibition above about 21%;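 further: UHRF1 SRA domain binding a hemimethylated CpG hairpin DNA probe; 0% = median of test compound wells and 100% = reference inhibitor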
# An asterisk follows results filed as active; i = inactive; . = no result given.
sPLA2-III inh	UHRF1 binding	ARFGAP1 inhibitor	Tn6 DDE FP	PLC-gamma1 inh	PLC-beta3 inh	ASAP1 inh	mol	KLK7 zymogen act	Rev-erbA mod	Tn7 DDE FP
-9	-1	12	1	-1	-2	-4	O=C(Cc1ccc(Br)cc1)Nc1ccccc1Sc1ccccc1	0.2	3	-9
1	3	-11	4	5	6	-1	COc1cc(CNCc2ccccn2)ccc1OCc1ccc(Cl)cc1Cl	1.2	3	-4
3	-1	-3	7	0	0	14	CCOC(=O)C(Cc1ccccc1)NC(=O)CNC(=O)CNC(=O)OCc1ccccc1 (stereo not drawn)	-0.9	1	1
3	0	-4	0	-2	2	1	CCOC(=O)CNC(=O)C(Cc1ccccc1)NS(=O)(=O)c1ccc2c(c1)CCC(=O)N2 (stereo not drawn)	-0.4	1	1
-21	-2	3	-12	-33	-38	10	COc1cccc(C2c3[nH]c4ccccc4c3C[C@H]3C(=O)N(c4ccccc4C(=O)N4CCCC4C(=O)O)C(=O)N23)c1 (stereo partly drawn)	1.6	-1	-4
10	0	13	2	2	1	0	Cn1cc(C(=O)N/N=C/C=C/c2ccccc2)ccc1=O	-0.2	8	2
12	3	3	-2	-2	1	7	CCOC(=O)CSc1nnc2n1C(C)(C)Cc1ccccc1-2	1.0	5	5
-3	-1	-1	-8	1	-2	-3	COc1ccc(NC(=O)C(=O)NCCN2CCN(C(=O)c3ccc(C(C)(C)C)cc3)CC2)cc1	-0.4	3	-1
-1	-1	-4	-2	i	i	11	Cc1ccc(-c2cc(C(=O)NCc3ccco3)c3ccccc3n2)s1	16*	-2	-1
0	0	0	-3	0	1	-6	COC(=O)Nc1ccc(Cn2cc(C(F)(F)F)ccc2=O)cc1	0.3	-4	-1
0	-2	-8	1	0	-3	3	CC(=O)c1ccc(C(=O)N2CCC(n3nccc3NC(=O)C3CC3)CC2)cc1	0.1	3	-5
1	-2	-6	-5	0	-5	-6	COc1ccc(CCNC(=O)CCCn2ncn3c(cc4occc43)c2=O)c(OC)c1	-0.2	1	-1
-9	-2	12	-1	-1	-8	-9	Cc1cccc(C(=O)O/N=C/c2ccc(Br)cc2)c1	0.0	7	-5
-1	1	5	-2	7	-2	0	CCn1c(=O)n(CC(=O)Nc2cc(OC)c(OC)c(OC)c2)c(=O)c2ccccc21	-0.2	-4	-6
-3	-2	0	-1	9	-1	2	Cc1ccc(CN2CCN(CC(=O)NCc3ccccc3)CC2)cc1	-0.5	0	-9
-9	-2	-4	-1	2	-11	-6	O=C(CC1CCCC1)NNC(=O)c1ccc(Br)cc1	0.4	-2	-5
-17	-2	.	0	6	4	.	COC(=O)c1cccc(OCC(C)CN2CCC(C(O)(c3ccccc3)c3ccccc3)CC2)c1 (stereo not drawn)	0.4	-2	-3
9	-3	-8	-4	2	1	-1	C[C@H](CO)N1C[C@H](C)[C@@H](CN(C)S(=O)(=O)c2ccc3c(c2)OCCCO3)OCc2cnnn2CCCC1=O	0.1	-5	-4
5	5	7	-6	6	-1	-3	COC(=O)c1ccccc1NC(=O)NCc1ccncc1	-0.1	0	-7
7	-4	5	3	0	1	0	NC(=S)NC(c1ccccc1)c1ccncc1 (stereo not drawn)	0.4	4	-1
-9	2	17	-2	0	-1	-2	O=C(NCc1ccc(F)cc1)c1cc(C2CCCCN2C(=O)CCCc2ccccc2)on1 (stereo not drawn)	0.7	-2	-5
-1	0	6	3	3	1	1	O=C(CSc1nccn1-c1ccc(F)cc1)Nc1ccc2c(c1)OCO2	-0.3	1	-13
-6	0	0	0	-1	-3	0	COc1ccc(OCCn2c(=O)sc3ccccc32)cc1	0.3	4	-6
2	1	14	3	0	-1	6	Cc1ccc(-c2nn3nnnc3c3ccccc23)cc1	-0.4	7	-3
-10	34*	0	-4	-5	-20	3	O=C(N/N=C/c1c(O)n(Cc2ccco2)c(=O)[nH]c1=O)c1ccccc1	0.5	-1	0
9	3	12	-3	1	-2	1	CC1CCC(NC(=O)COC(=O)c2n[nH]c(=O)c3ccccc23)CC1 (stereo not drawn)	-0.1	0	-8
-15	0	-6	1	-2	3	-25	CC1(C(=O)NCc2cccc(C(F)(F)F)c2)CCN1Cc1ccc2ccccc2c1 (stereo not drawn)	0.4	1	12
5	0	-3	-7	4	-4	2	O=C(C1CCOCC1)N1CCCC(N2CCN(c3cccc(Cl)c3)CC2)C1 (stereo not drawn)	-0.4	5	-3
-36	-1	2	4	3	3	-2	COc1cc(NS(=O)(=O)c2ccc(NC(=O)COc3ccc(C)cc3C)cc2)nc(OC)n1	0.1	-2	-4
12	5	5	-1	-4	2	-5	CC(C)COC(=O)C1C2C=CC3(CN(C4CCCC4)C(=O)C13)O2 (stereo not drawn)	-0.2	-1	-1
-1	1	-1	2	-4	-2	2	CC(C)N1C(=S)SC(C)(C)C1n1oc(=O)n(-c2ccc(Cl)c(Cl)c2)c1=O (stereo not drawn)	-0.2	-1	4
0	0	-6	-2	-1	-1	5	CC1CCCC(C)N1CCNC(=O)C1CCN(S(=O)(=O)N2CCCCC2)CC1 (stereo not drawn)	0.3	-3	-3
4	0	10	-1	4	0	0	NS(=O)(=O)c1ccc(NN=C2CCN(Cc3ccccc3)CC2)c([N+](=O)[O-])c1	-0.6	-1	-3
17	-3	1	1	-53	-69	4	COc1ccc(CC(N)c2csc(Nc3nncc4ccccc34)n2)cc1 (stereo not drawn)	6.2	1	6
0	0	10	7	3	1	8	COc1cc2ncnc(NCc3cc(F)ccc3F)c2cc1OC	0.1	5	0
3	0	-13	2	2	-3	-8	CCOC(=O)N1CCN(CC(O)COCc2cc(OC)c(OC)c(OC)c2)CC1 (stereo not drawn)	0.3	-6	1
3	3	8	5	-1	-6	-1	O=C(C1CC1)N1CCc2cc(S(=O)(=O)N(CCO)Cc3ccccc3)ccc21	0.7	-1	6
-27	4	15	-4	-4	-5	6	O=C(COc1ccc2ccccc2c1)NCCn1ccc2ccccc21	0.4	2	-3
6	4	14	2	0	-2	1	CC(C)CC(=O)N1CCC(N(CCc2ccccc2)Cc2ccccc2)CC1	-0.5	1	-1
2	0	8	13	4	1	-5	CC(C)C(OC(=O)CN1C(=O)COc2ccccc21)C(=O)NC1CCCCC1 (stereo not drawn)	0.3	0	8
-2	2	4	-1	4	3	5	C/C(=C\c1ccccc1)C(=O)NC1CCSC1=O (stereo not drawn)	-0.2	0	-9
6	3	-1	-1	3	6	5	Cn1cnnc1SCC(=O)Nc1cc(C(F)(F)F)ccc1N1CCOCC1	-0.1	-1	-3
1	0	-5	-5	-1	-1	-15	O=C(CCn1c(=O)[nH]c2ccccc2c1=O)Nc1ccccc1	-0.2	-9	-11
-1	-1	-5	3	1	-5	-8	Cc1c(NC(=O)Cn2cc([N+](=O)[O-])cn2)c(=O)n(-c2ccccc2)n1C	-0.4	3	5
-1	-2	10	-5	-1	-3	-8	Cc1nn(C(C)C(=O)O)c(=O)c2c1sc1ccccc12 (stereo not drawn)	0.2	-4	-2
3	2	7	0	1	-4	-8	COc1ccc(NC(=S)NC2CC3CCC(C2)N3Cc2ccco2)cc1 (stereo not drawn)	0.0	-4	4
6	0	0	-2	9	1	2	O=C(O)CSc1nccn1-c1cccc(Cl)c1	-0.4	-6	-3
-8	-1	-5	8	2	3	3	OCCCNc1nc(-c2ccc(Br)cc2)nnc1-c1ccc(Cl)cc1	-0.1	0	0
6	2	5	-2	-98	-112	9	Cc1cc(C)nc(NC(=O)c2c(F)c(F)c(F)c(C(=O)Nc3cc(C)cc(C)n3)c2F)c1	3.8	-6	4
-7	0	12	8	-12	-16	4	COc1cccc(C(O)c2nc(-c3cccc4cccnc34)cs2)c1 (stereo not drawn)	-0.1	6	4
7	-1	1	-4	0	-9	-9	CCOc1ccc(CCNS(=O)(=O)c2ccc3c(c2)oc(=O)n3C)cc1OCC	0.1	0	2
3	-5	0	0	-42	-47	3	COc1ccccc1N1C(=O)N(C(C)=O)C2C1Nc1ccccc1N2C (stereo not drawn)	-0.9	2	4
-1	-1	4	-4	1	2	-5	CCOC(=O)N1N=C(C)CC1(O)c1ccccc1 (stereo not drawn)	0.1	-1	-5

# Filtered by structure: the entries above with fluorine.
sPLA2-III inh	UHRF1 binding	ARFGAP1 inhibitor	Tn6 DDE FP	PLC-gamma1 inh	PLC-beta3 inh	ASAP1 inh	mol	KLK7 zymogen act	Rev-erbA mod	Tn7 DDE FP
0	0	0	-3	0	1	-6	COC(=O)Nc1ccc(Cn2cc(C(F)(F)F)ccc2=O)cc1	0.3	-4	-1
-9	2	17	-2	0	-1	-2	O=C(NCc1ccc(F)cc1)c1cc(C2CCCCN2C(=O)CCCc2ccccc2)on1 (stereo not drawn)	0.7	-2	-5
-1	0	6	3	3	1	1	O=C(CSc1nccn1-c1ccc(F)cc1)Nc1ccc2c(c1)OCO2	-0.3	1	-13
-15	0	-6	1	-2	3	-25	CC1(C(=O)NCc2cccc(C(F)(F)F)c2)CCN1Cc1ccc2ccccc2c1 (stereo not drawn)	0.4	1	12
0	0	10	7	3	1	8	COc1cc2ncnc(NCc3cc(F)ccc3F)c2cc1OC	0.1	5	0
6	3	-1	-1	3	6	5	Cn1cnnc1SCC(=O)Nc1cc(C(F)(F)F)ccc1N1CCOCC1	-0.1	-1	-3
6	2	5	-2	-98	-112	9	Cc1cc(C)nc(NC(=O)c2c(F)c(F)c(F)c(C(=O)Nc3cc(C)cc(C)n3)c2F)c1	3.8	-6	4

# No enrichment for hits; any-hit rate near 4.5%.
